Screening data as filed in PubChem.
APE1 inh: inhibitors of human APE1 endonuclease; hit rate 0.35% among 350,000; Potency, µM (top dose mostly 65.8 µM), without a hit: at the highest dose activity change, negative = inhibition, most hits filed as inhibitors; recombinant APE1, TAMRA/BHQ-2 abasic DNA cleavage fluorescence; AID 2517;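 note: plate controls were vehicle for no effect and reference inhibitor for full effect; nearly all actives have a fitted effect of over 55% in size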
Target sequence (P27695 whole entry, looked up): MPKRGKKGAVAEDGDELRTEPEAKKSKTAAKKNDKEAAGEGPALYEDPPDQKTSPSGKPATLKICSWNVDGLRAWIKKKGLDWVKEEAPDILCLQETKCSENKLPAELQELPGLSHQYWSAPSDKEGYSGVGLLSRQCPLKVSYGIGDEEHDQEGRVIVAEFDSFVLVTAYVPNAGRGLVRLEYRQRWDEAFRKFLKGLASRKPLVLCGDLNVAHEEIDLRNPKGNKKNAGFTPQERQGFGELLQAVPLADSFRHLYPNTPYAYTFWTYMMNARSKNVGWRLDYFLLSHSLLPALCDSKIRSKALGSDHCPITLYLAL
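Step 1: APE1 (0.75 nM) with compound, 15 min RT. Step 2: add 50 nM fluorophore/quencher THF duplex. Step 3: three fluorescence reads 60 s apart (525/598 nm); read 3 minus read 1 = reaction progress.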
Anesthetic bind: binds horse apoferritin like a general anesthetic. hit rate 0.074% among 350,000. AID 485281. apoferritin/1-aminoanthracene competitive binding, fluorescence. Potency, µM (doses to about 77.5 µM), without a hit: top-dose activity change, negative = displacement, usual class: inhibitors. P02791; note: nearly all actives have a fitted effect of over 20% in size
Target sequence (P02791 2-175 limits assumed): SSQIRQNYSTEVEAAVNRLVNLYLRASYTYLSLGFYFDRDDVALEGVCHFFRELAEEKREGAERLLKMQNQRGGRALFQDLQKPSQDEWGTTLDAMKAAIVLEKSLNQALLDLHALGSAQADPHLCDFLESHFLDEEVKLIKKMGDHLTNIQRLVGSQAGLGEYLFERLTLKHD
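In PBS, apoferritin at 10 uM is loaded with 1-AMA from a 50% saturated solution. After 10 min of compound exposure at ambient temperature, reduced 535 nm fluorescence indicates probe displacement.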
BLM inh: Bloom syndrome helicase (human) inhibition | P54132 | recombinant BLM DNA unwinding, fluorescence dequenching | Potency, µM (highest dose often 56.1 µM), without a hit: at the highest dose activity change, negative = inhibition, actives largely listed as inhibitors | hit rate 0.2% among 350,000 | AID 2528;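 note: plate controls were vehicle for no effect and no enzyme for full effect; nearly all actives have a fitted effect of over 35% in size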
Active calls of the source: *; ? = inconclusive; & = joins results of further samples; [ ] = remark or other dose. Calls come from the whole dose curve; as a rule, active = well fitted curve in the direction sought with a large enough effect; inconclusive = small, poorly fitted or top-dose-only effect, or another doubt; inactive = no such curve, though single readings can be large; an effect the other way counts as inactive or inconclusive. Unless noted, % is set by controls: 0 for no effect and ±100 for the full control effect; potency is the fitted concentration of half-maximal effect. The list is partial, so the mix of outcomes need not match the whole.

The line under a structure holds: Anesthetic bind | BLM inh | APE1 inh
c1ccc2c(c1)Cc1cc3cc4c(cc3nc1-2)OCO4
→ ? | 3% | ?
COC(=O)[C@@]1(Cc2ccc(OC)cc2)[C@H]2c3cc(C(=O)N(C)C)n(Cc4cc(C)n(C)n4)c3C[C@H]2CN1C(=O)c1ccccc1
→ 3% | 0% | -2%
CC(=O)OC[C@@H]1O[C@H](C/C=N\O[C@@H]2O[C@H](COC(C)=O)[C@@H](OC(C)=O)[C@H](OC(C)=O)[C@H]2OC(C)=O)C=C[C@@H]1OC(C)=O
→ 5%[15.3 µM] | 4%[12.4 µM] | 13%[12.4 µM]
CC(=O)OCC1OC(C#CC(C)(C)C)C=CC1OC(C)=O (stereo unspecified)
→ -5%&-5%[15.3 µM] | -1%&0%[12.4 µM] | 18%[12.4 µM]
CC(=O)OC[C@@H]1O[C@@H](O/N=C2/C[C@@H](O)[C@@H](O)[C@@H]3[C@@H]4C(=O)N(Cc5ccc6c(c5)OCO6)C(=O)[C@H]4CC[C@H]23)[C@H](OC(C)=O)[C@H](OC(C)=O)[C@@H]1OC(C)=O
→ -3%[15.3 µM] | 0%[12.4 µM] | ?
C=CCOC(=O)C(C(C)=O)C(NC(=O)OC)c1cccc(C(F)(F)F)c1 (stereo unspecified)
→ 2%[15.3 µM] | -1%[12.4 µM] | ?
C=CCC1C=CC(Oc2ccc(F)cc2C)C(CO)O1 (stereo unspecified)
→ -19%[15.3 µM] | 0%[12.4 µM] | ?
COc1cccc(-c2nnc3n2N=C(c2ccccc2OC)CS3)c1
→ ? | 5% | -2%
COC(=O)C/C=C\[C@@H](C)[C@@H](/C=N\O[C@@H](C)c1cc(-c2c(C)cc(C)cc2C)no1)OC
→ 5%[15.3 µM] | 2%[12.4 µM] | 33%[activator][12.4 µM]
CC(C)[C@@H](OCc1ccccc1)[C@H](C)CO/N=C1/[C@H]2OC2[C@@H](O)[C@H]2[C@H]1CCn1c(=O)n(-c3ccccc3)c(=O)n12 (stereo partly specified)
→ -10%[15.3 µM] | 3%[12.4 µM] | 37%[activator][12.4 µM]
CO[C@@H]1COC(=O)CC=C[C@@H](C)[C@@H]2C=C[C@@H](O)[C@@H](COC(=O)C/C=C\[C@H]1C)O2
→ -13%[15.3 µM] | -2%[12.4 µM] | -12%[12.4 µM]
CC(=O)OC[C@@H]1O[C@@H](O/N=C2/C[C@@H](O)[C@@H](O)[C@@H]3[C@@H]4C(=O)N(C(C)(C)C)C(=O)[C@H]4CC[C@@H]23)[C@H](OC(C)=O)[C@H](OC(C)=O)[C@@H]1OC(C)=O
→ 4%[15.3 µM] | 0%[12.4 µM] | ?
CC1CCC2C(=O)OC(CN3C(=O)c4ccccc4C3=O)CN2C1c1ccc(Br)cc1 (stereo unspecified)
→ -5%[15.3 µM] | -1%[12.4 µM] | -11%[12.4 µM]
COc1cc2c(cc1OC)[C@@H]1CC(=O)[C@@H](CC(C)C)CN1CC2
→ -4% | -6% | -7%
O=C1C=C[C@@H](O)[C@@H]2[C@H]3C(=O)N(c4ccc(F)cc4F)C(=O)[C@@H]3CC[C@@H]12
→ 1%[15.3 µM] | 0%[12.4 µM] | 15%[12.4 µM]
CN1[C@H](Cc2ccccc2)C=C[C@]1(C)C(=O)NCC1CC1
→ 10% | -10% | -6%
COc1ccc(/C=C/C2=CC3(C)CC2(C)C(c2ccc(OC)cc2)CC3=O)cc1 (stereo unspecified)
→ 2%[15.3 µM] | -1%[12.4 µM] | 23%[12.4 µM]
C=CCC1(c2ccccc2)Oc2ccc(C)cc2-c2nc3cc(Cl)c(Cl)cc3nc21 (stereo unspecified)
→ 2%[15.3 µM] | 4%[12.4 µM] | ?
COC(=O)c1ccc(C(NC(=O)OCc2ccccc2)/C(F)=C/[C@@H](C)C(=O)NCc2nc3ccccc3s2)cc1 (stereo partly specified)
→ -16% | -4% | -5%
O=C(O)c1ccc2cc(-c3ccc(O)c(C45CC6CC(CC(C6)C4)C5)c3)ccc2c1
→ ? | -25% | 1%
O=C1C2=CC[C@H]3C(=O)N(c4cccc(Oc5ccccc5)c4)C(=O)[C@@H]3[C@@H]2[C@H](O)[C@@H]2O[C@H]12
→ -2%[15.3 µM] | -3%[12.4 µM] | 13%[12.4 µM]
C[C@H](NC(=O)[C@@H]1C[C@H]1[C@@H](NC(=O)OCc1ccccc1)c1ccccc1)c1ccccc1
→ 0% | -2% | -3%
COc1cccc(CCc2ccccc2OCC[C@@H]2C[C@@H](O)CN2C)c1
→ 4% | -4% | -2%
COC(=O)N1[C@H](C)C=C[C@]1(Cc1ccccc1)C(=O)NCc1ccc(N(C)C)cc1
→ -9% | 4% | -6%
O=C1C=C[C@@H](O)[C@H]2[C@@H]3C(=O)N(C4CCCCC4)C(=O)[C@@H]3CC[C@H]12
→ -6%[15.3 µM] | -1%[12.4 µM] | 12%[12.4 µM]
CO[C@H]1COC(=O)[C@H](C)NC(=O)[C@@H](C)COC(=O)[C@H]2CCCN2C(=O)C/C=C\[C@H]1C
→ -11%[15.3 µM] | -2%[12.4 µM] | 5%[12.4 µM]
COC(=O)[C@@]1(Cc2ccc(OC)cc2)[C@H]2c3cc(C(=O)N4CCCC4)n(CCc4ccccn4)c3C[C@H]2CN1C(=O)c1ccccc1
→ -24% | -3% | 2%
CCC(=O)CC(NC(=O)OC)c1ccccc1 (stereo unspecified)
→ -4%[15.3 µM] | 5%[12.4 µM] | 16%[12.4 µM]
C/C=C\C1=C(CO)[C@H](O)[C@H]2O[C@H]2[C@H]1O
→ 4%[15.3 µM] | 3%[12.4 µM] | 17%[12.4 µM]
C[Si](C)(C)C#Cc1ccccc1NC(=S)Nc1ccccc1
→ -21% | -11% | 5%
COCCNC(=O)[C@@]1(Cc2ccccc2)C=C[C@@H](C)N1C(=O)OC
→ 4% | 4% | ?
COC(=O)c1ccc(C(NC(=O)OCc2ccccc2)/C(=C/[C@@H](C)C(=O)NCc2ccc(C)o2)c2cccnc2)cc1 (stereo partly specified)
→ -3% | 2% | 12%
CCN1C(=O)[C@H]2[C@H]3[C@H](O)[C@H](O)C/C(=N/OC[C@@H](O)COCc4ccco4)[C@H]3CC[C@@H]2C1=O
→ 2%[15.3 µM] | 3%[12.4 µM] | ?
COc1ccc(C2=Nn3c(nnc3-c3cccc(OC)c3OC)SC2)cc1OC
→ -15% | -4% | 3%
CON(C)C(=O)c1nnc2c(n1)[nH]c1ccccc12
→ -5%[15.3 µM] | 0%[12.4 µM] | -7%[12.4 µM]
COC(=O)NC(CC(C)=O)c1ccc(Cl)cc1 (stereo unspecified)
→ -2%[15.3 µM] | 5%[12.4 µM] | 21%[12.4 µM]
CCCn1c(C)nc2c(NCC(C)(C)CN(C)C)nc(C)nc21
→ -8% | 2% | -1%
CO[C@H]1COC(=O)[C@H](C)COC(=O)[C@H](C)NC(=O)C/C=C\[C@H]1C
→ 1%[15.3 µM] | -4%[12.4 µM] | ?
Cc1nc(NCc2ccccc2)c2nc(-c3ccccc3)n(CCN3CCCC3)c2n1
→ 3% | -9% | -4%
COc1ccc(/C=C/NC(=O)c2ccc(OC)cc2)cc1
→ -5%[15.3 µM] | -8%[12.4 µM] | 4%[12.4 µM]
Cc1cc2c(nc1C)CCCN2C[C@@H](O)CN1CCN(C)CC1
→ 9%[15.3 µM] | 0%[12.4 µM] | 23%[12.4 µM]
COC(=O)[C@@H]1C[C@H]1[C@@H](NC(=O)c1cnccn1)c1ccccc1
→ 2% | 0% | -1%
COC(=O)N1CC=CC1(C)C(=O)NCC1CC1 (stereo unspecified)
→ -10% | -2% | -6%
COC(=O)[C@@]1(Cc2ccccc2)[C@H]2c3cc(C(=O)N4CCCC4)n(Cc4cccc5ccccc45)c3C[C@H]2CN1C(=O)c1ccccc1
→ -9% | -8% | 10%
CCCc1cc2c(n1Cc1ccc(OC)cc1)C(C)C1CN(C(=O)c3ccccc3)C(C)(C(=O)OC)C21 (stereo unspecified)
→ -15% | -6% | -3%
CO[C@H]1COC(=O)C/C=C\[C@H](C)COC(=O)[C@@H](OCc2ccccc2)/C=C\[C@@H]1C
→ -6%[15.3 µM] | 1%[12.4 µM] | 29%[12.4 µM]
CC(=O)OC[C@@H]1O[C@H](C/C=N\O[C@@H](C)c2cn([C@H](CO)Cc3ccccc3)nn2)C=C[C@@H]1OC(C)=O
→ 0%&-4%[15.3 µM] | 2%&1%[12.4 µM] | 30%[12.4 µM]
C#CCCCO/N=C1/C[C@@H](O)[C@@H](O)[C@@H]2[C@@H]3C(=O)N(CCC(=O)OCC)C(=O)[C@H]3CC[C@@H]12
→ 2%[15.3 µM] | 5%[12.4 µM] | 25%[12.4 µM]
CCCn1c(-c2ccc(F)cc2)nc2c(NCCCN(CC)CC)nc(C)nc21
→ -3% | -6% | 0%
COC(=O)[C@@]1(Cc2ccccc2)[C@H]2c3cc(C(=O)N4CCCC4)n(Cc4ccccn4)c3C[C@H]2CN1C(=O)c1ccccc1
→ ? | -8% | -2%

Next part.
The line under a structure holds: Anesthetic bind | BLM inh | APE1 inh
COC(=O)[C@@H]1CC[C@H](C)[C@@H](c2ccc(C)cc2)N1C(=O)c1ccc(/C=N\O[C@@H](C)c2cn([C@H]3COC[C@H]3O)nn2)cc1
→ -4%[15.3 µM] | 1%[12.4 µM] | ?
CC(=O)OC[C@@H]1O[C@H](CCON=C(C)C)C=C[C@@H]1OC(C)=O
→ 1%[15.3 µM] | -1%[12.4 µM] | -4%[12.4 µM]
O=C1C2=CC[C@H]3C(=O)N(Cc4ccc5c(c4)OCO5)C(=O)[C@@H]3[C@@H]2[C@H](O)[C@@H]2O[C@H]12
→ -6%[15.3 µM] | -1%[12.4 µM] | -10%[12.4 µM]
C/C=C/OC(=O)NC(c1cccc(C)c1)[C@@]1(C(=O)OCC)CCCC1=O (stereo partly specified)
→ 2%[15.3 µM] | 1%[12.4 µM] | ?
CCN1C(=O)[C@H]2[C@@H]3[C@H](O)C=CC(=O)[C@H]3CC[C@H]2C1=O
→ -8%[15.3 µM] | -2%[12.4 µM] | 16%[12.4 µM]
CCCCCCCC1=CC2=CC(=O)C(C)(O)C(=O)C2=CN1CCCC (stereo unspecified)
→ 2%[15.3 µM] | -1%[12.4 µM] | 20%[12.4 µM]
CCC/C=C(\CCC)C(NC(=O)c1ccc(C(F)(F)F)cc1)c1ccc(C(F)(F)F)cc1 (stereo unspecified)
→ 8% | -5% | -3%
CO[C@H]1COC(=O)CCC[C@H](C)[C@@H](OC)COC(=O)C/C=C\[C@@H]1C
→ -7%[15.3 µM] | 2%[12.4 µM] | 1%[12.4 µM]
CCc1cc(C(C)=O)c(O)cc1OCCCCCC(C)(C)c1nn[nH]n1
→ -15% | -17% | -2%
O=C1C=CC2(OCCCO2)C(Br)=C1
→ -4%[15.3 µM] | 1%[12.4 µM] | 6%[12.4 µM]

3 compounds picked at random from those above:
The line under a structure holds: Anesthetic bind | BLM inh | APE1 inh
COc1ccc(C2=Nn3c(nnc3-c3cccc(OC)c3OC)SC2)cc1OC
→ -15% | -4% | 3%
CC(=O)OC[C@@H]1O[C@H](CCON=C(C)C)C=C[C@@H]1OC(C)=O
→ 1%[15.3 µM] | -1%[12.4 µM] | -4%[12.4 µM]
CC(C)[C@@H](OCc1ccccc1)[C@H](C)CO/N=C1/[C@H]2OC2[C@@H](O)[C@H]2[C@H]1CCn1c(=O)n(-c3ccccc3)c(=O)n12 (stereo partly specified)
→ -10%[15.3 µM] | 3%[12.4 µM] | 37%[activator][12.4 µM]

(more compounds)
The line under a structure holds: Anesthetic bind | BLM inh | APE1 inh
Cn1c(N)c(C(=O)COC(=O)c2cc(C(F)(F)F)nc3c(C(F)(F)F)cccc23)c(=O)n(C)c1=O
→ ? | -4% | -3%
CCN1C(=O)[C@H]2[C@H]3[C@H](O)[C@H](O)C/C(=N/OC[C@@H](C)[C@H](OCc4ccccc4)C(C)C)[C@@H]3CC[C@@H]2C1=O
→ -10%[15.3 µM] | 1%[12.4 µM] | 20%[12.4 µM]
O=C1CCCC=C1[C@@H](O)C1CCCCC1
→ -1%[15.3 µM] | -1%[12.4 µM] | 0%[12.4 µM]
COC(=O)[C@@]1(Cc2ccc(F)cc2)[C@H]2c3cc(C(=O)N(C)C)n(CC4CC4)c3C[C@H]2CN1C(=O)c1ccccc1
→ -2% | -6% | -5%
C=CC[C@@H]1C=C[C@@H](O/N=C\C[C@@H]2C=C[C@H](OC(C)=O)[C@H](COC(C)=O)O2)[C@@H](CO)O1
→ 0%[15.3 µM] | -1%[12.4 µM] | 12%[12.4 µM]
COC(=O)[C@@H]1CC[C@H](C)[C@@H](c2ccc(C)cc2)N1C(=O)c1ccc(/C=N\OC[C@@H](O)COCc2ccco2)cc1
→ -12%[15.3 µM] | 1%[12.4 µM] | ?
CCOC(=O)N/N=C1/C[C@@H](O)[C@@H](O)[C@@H]2[C@@H]3C(=O)N(C(C)(C)C)C(=O)[C@H]3CC[C@@H]12
→ 3%[15.3 µM] | 3%[12.4 µM] | ?
